Tcruzi prolif: T. cruzi intracellular proliferation inhibitors, primary screen, cell-based, beta-gal Tulahuen parasites, NIH3T3 host, luminescence | T. cruzi beta-gal in NIH3T3, GalScreen luminescence, 90 h | inhibition, % at 8.34 µM | actives 5.9% (n = 77,000) | AID 624255, 2012;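 active means mean inhibition above about 93%, with at least 55% of replicates each passing it, limit read from the data, passing the limit was not always enough; inconclusive means only one of those two conditions holds; inactive means neither condition holds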
Pf Dd2 inh: P. falciparum Dd2 growth inhibitors, primary screen, SYBR Green fluorescence, single dose replicates; actives 2.3% (n = 94,000); 72 h; active compounds read low; activity change, % at 10 µM; in the data active means activity change below about -80%; inconclusive means no clear call, values can overlap the other calls
C diff growth: C. difficile growth inhibitors, primary screen, HTS | growth activity, negative = inhibition, % at 16 µg/mL (by protocol) | Clostridium difficile clinical isolate growth, OD600, 24 h; active compounds read low | actives 0.25% (n = 86,000) | AID 1259249, 2017;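 active means mean growth activity at or below -80% and every replicate also at or below -80%; inconclusive means mean at or below -80% but some replicate above -80%; inactive means mean growth activity above -80%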;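 further: 0% = DMSO wells and -100% = levofloxacin 16 µg/mL wells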
KDM4C inh: inhibitors of GASC-1 (KDM4C) histone demethylase, primary screen, biochemical, single concentration HTS | Lysine-specific demethylase 4C (Homo sapiens), Q9H3R0 | GST-KDM4C 2-372, H3K9me3 peptide, LANCE TR-FRET | inhibition, % at 12.5 µM | actives 0.15% (n = 96,000) | AID 720574, 2013;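 active means mean replicate inhibition above about 25%, with at least 55% of replicates also reaching it, limit read from the data, passing the limit was not always enough; inconclusive means only one of those two conditions met; inactive means neither condition met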
Target sequence (Q9H3R0 2-372 limits assumed): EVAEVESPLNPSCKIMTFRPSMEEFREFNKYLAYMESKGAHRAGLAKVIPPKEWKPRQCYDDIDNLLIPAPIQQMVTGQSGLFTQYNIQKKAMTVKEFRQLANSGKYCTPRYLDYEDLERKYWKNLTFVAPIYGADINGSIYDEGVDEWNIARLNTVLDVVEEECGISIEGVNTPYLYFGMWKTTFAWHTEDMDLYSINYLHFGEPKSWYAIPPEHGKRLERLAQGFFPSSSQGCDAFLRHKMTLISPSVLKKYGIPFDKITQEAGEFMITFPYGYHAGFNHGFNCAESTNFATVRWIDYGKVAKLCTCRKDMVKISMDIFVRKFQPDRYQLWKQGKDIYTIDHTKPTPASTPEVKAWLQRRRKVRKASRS
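Material: GST-tagged GASC-1 (JMJD2C) catalytic fragment, aa 2-372. Input: enzyme final amount 10 nM. Medium: HEPES buffer, pH 7.5, plus ascorbate. Reagent: H3K9me3 peptide substrate, Fe(II), 2-oxoglutarate. Doses: single dose. Times: reaction 30 min RT, detection step 1 h RT. Measured by: LANCE TR-FRET. Evaluation: Fall in 671/618 emission ratio as inhibition.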
An asterisk follows results filed as active; u = inconclusive; x = no result given; & = joins results of further samples.

The opening 3 entries, ahead of the listing:
| molecule | Tcruzi prolif | Pf Dd2 inh | C diff growth | KDM4C inh |
| --- | --- | --- | --- | --- |
| O=C(C1CCOCC1)N1CC(=O)N2[C@@H](CO)[C@H](c3ccc(C#CC4CCCCC4)cc3)[C@@H]2C1 | x | -3 | -17 | -0.9 |
| OC[C@@H]1[C@H](c2ccc(-c3ccc(F)cc3)cc2)[C@H]2CN(Cc3ccncc3)CCCCN12 | 108* | -57 | 3 | 3.0 |
| CN1c2ccc(-c3ccccc3)cc2[C@H]2[C@H](CCN2C(=O)NC2CCCC2)[C@@H]1CO | 30 | -12 | 2 | -3.2 |

The listing (from the top)
| molecule | Tcruzi prolif | Pf Dd2 inh | C diff growth | KDM4C inh |
| --- | --- | --- | --- | --- |
| O=C(C1CCOCC1)N1CC(=O)N2[C@@H](CO)[C@H](c3ccc(C#CC4CCCCC4)cc3)[C@@H]2C1 | x | -3 | -17 | -0.9 |
| OC[C@@H]1[C@H](c2ccc(-c3ccc(F)cc3)cc2)[C@H]2CN(Cc3ccncc3)CCCCN12 | 108* | -57 | 3 | 3.0 |
| CN1c2ccc(-c3ccccc3)cc2[C@H]2[C@H](CCN2C(=O)NC2CCCC2)[C@@H]1CO | 30 | -12 | 2 | -3.2 |
| O=C(Cc1ccncc1)NCC[C@H]1CC[C@H](NC(=O)C2CCCC2)[C@@H](CO)O1 | x | 9 | 0 | 3.0 |
| CO[C@@H]1CN(C)C(=O)c2ccc(NC(=O)CC(F)(F)F)cc2OC[C@H](C)N(C(C)=O)C[C@@H]1C | x | 29 | -4 | 0.1 |
| CCCNC(=O)N1C[C@@H](O)COC[C@H]2O[C@H](CC(=O)NCCCN3CCOCC3)CC[C@@H]21 | 21 | -6 | 1&-5 | 1.1 |
| COc1ccc(NC(=O)Nc2cccc3c2O[C@@H](CN(C)S(C)(=O)=O)[C@@H](C)CN([C@@H](C)CO)C3=O)cc1 | -19 | 14 | 1 | -1.1 |
| O=C(NCC[C@@H]1CC[C@@H](NC(=O)C2CC2)[C@@H](CO)O1)c1cnccn1 | x | -1 | -3 | -4.1 |

2 entries from above, with two lines to a compound:
Value order: Tcruzi prolif	Pf Dd2 inh	C diff growth	KDM4C inh
- OC[C@@H]1[C@H](c2ccc(-c3ccc(F)cc3)cc2)[C@H]2CN(Cc3ccncc3)CCCCN12
    108*	-57	3	3.0
- CN1c2ccc(-c3ccccc3)cc2[C@H]2[C@H](CCN2C(=O)NC2CCCC2)[C@@H]1CO
    30	-12	2	-3.2

The results go on.
| molecule | Tcruzi prolif | Pf Dd2 inh | C diff growth | KDM4C inh |
| --- | --- | --- | --- | --- |
| C[C@@H]1CN([C@H](C)CO)C(=O)c2cccc(NC(=O)c3ccncc3)c2O[C@H]1CN(C)Cc1ccc(-c2ccccc2)cc1 | 107* | -79 | 5 | 1.3 |
| COc1ccc(-c2ccc([C@@H]3[C@H]4CN(C(=O)c5ccc6c(c5)OCO6)CCCCN4[C@H]3CO)cc2)cc1 | 112* | -46 | -3 | 0.1 |
| O=C(N[C@H]1CC[C@@H](CC(=O)N2CCCCC2)O[C@H]1CO)c1cccc(F)c1 | 64 | 1 | 2 | 1.5 |
| COc1ccc2c3c([nH]c2c1)[C@@H](CO)N(C(=O)c1ccccn1)CC31CN(C(=O)C2CC2)C1 | x | 3 | 4 | 1.1 |
| CCC(=O)Nc1ccc2c(c1)C(=O)N(C)C[C@H](OC)[C@@H](C)CN(C(=O)CN(C)C)[C@@H](C)CO2 | x | -9 | -5 | 2.5 |
| C[C@H]1CN([C@@H](C)CO)C(=O)c2cccc(NC(=O)c3nc4ccccc4s3)c2O[C@H]1CN(C)C(=O)Nc1ccc(F)cc1 | -44 | -11 | -4 | 0.1 |
| CO[C@H]1CC[C@@H]2CCN(C)C(=O)[C@H](C)[C@H](OC)CN(C)C(=O)c3cccc(C#N)c3OC[C@H]1O2 | -22 | 35 | x | -0.3 |
| COc1cccc(S(=O)(=O)Nc2ccc3c(c2)C(=O)N(C)[C@@H]2CC[C@@H](CC(=O)O)O[C@H]2CO3)c1 | 1 | 6 | -3 | 2.6 |
| C[C@@H]1CN([C@@H](C)CO)C(=O)c2cc(NC(=O)NC3CCCCC3)ccc2O[C@@H](C)CCCCO[C@H]1CN(C)Cc1ccncc1 | 16 | 27 | 0 | 14 |
| COC(=O)C[C@@H]1CC[C@H]2[C@H](COc3ccc(NC(=O)c4ccc(F)cc4)cc3C(=O)N2C)O1 | 15 | 6 | 0 | -0.4 |
| CCCC#Cc1ccc([C@H]2[C@H](CO)N3CCCCN(S(=O)(=O)Cc4ccccc4)C[C@@H]23)cc1 | 97* | -34 | 55 | -2.2 |
| CCCN(C)C[C@H]1Oc2ncc(-c3ccccc3)cc2C(=O)N([C@@H](C)CO)C[C@@H]1C | x | -35 | 2 | x |
| C[C@@H]1CCCCO[C@@H](CN(C)C(=O)Nc2ccc(F)cc2)[C@H](C)CN([C@H](C)CO)C(=O)c2cc(NC(=O)CCC(F)(F)F)ccc2O1 | 23 | -41 | x | -0.6 |
| O=C(C[C@@H]1C[C@@H]2c3cc(NC(=O)C4CCC4)ccc3O[C@@H]2[C@@H](CO)O1)NCCc1ccccc1 | -13 | 1 | -23 | -1.7 |
| CCS(=O)(=O)Nc1ccc2c(c1)C(=O)N(C)[C@@H]1CC[C@@H](CC(=O)NCc3ccccc3F)O[C@@H]1CO2 | -34 | x | -4 | -4.6 |
| C[C@H]1CN([C@@H](C)CO)C(=O)Cc2cc(NC(=O)Nc3ccc(C(F)(F)F)cc3)ccc2O[C@H]1CN(C)CC1CCCCC1 | 23 | -16 | 42 | -1.8 |
| N#Cc1ccc(-c2ccc([C@H]3[C@H]4CNCC(=O)N4[C@H]3CO)cc2)cc1 | x | 12 | 1 | 1.4 |
| O=C(C[C@@H]1C[C@H]2c3cc(NC(=O)c4ccc5c(c4)OCO5)ccc3O[C@H]2[C@@H](CO)O1)NCc1cccc(F)c1 | 46 | -47 | 0 | -6.6 |
| O=S(=O)(c1ccccc1F)N1CC[C@H]2[C@H](CO)Nc3ccc(-c4ccccc4)cc3[C@H]21 | 70 | 16 | 29 | -0.1 |
| CN(C)CC(=O)N[C@H]1CC[C@H](CCNC(=O)C2CCCCC2)O[C@@H]1CO | x | 9 | -3 | -0.4 |
| O=C(C[C@H]1CC[C@@H]2[C@H](COC[C@@H](O)CN2Cc2cc(F)ccc2F)O1)NCc1ccc(Cl)cc1 | 40 | -9 | 2&-3 | -1.0 |
| CNC(=O)C[C@@H]1CC[C@@H]2[C@H](COc3ccc(NC(=O)Cc4cccs4)cc3C(=O)N2C)O1 | 9 | 7 | 2 | -0.6 |
| CC(C)COC(=O)N(C)C[C@H]1OCc2ccccc2-c2c(n(C)c3ccccc23)C(=O)N([C@@H](C)CO)C[C@@H]1C | 51 | -44 | 3 | -0.5 |
| COCC(=O)N1[C@H](CO)[C@@H](c2ccccc2)[C@@H]1C#N | 43 | 40 | -2 | 3.6 |
| C[C@H](CO)N1C[C@H](C)[C@@H](CN(C)C)Oc2c(NC(=O)C3CC3)cccc2C1=O | -1 | 32 | 2 | -0.7 |
| O=C(c1ccccn1)N1CC(=O)N2[C@H](C1)[C@@H](c1ccc(-c3cccc(F)c3)cc1)[C@@H]2CO | x | 13 | 0 | 0.1 |
| O=C(C[C@H]1CC[C@@H]2[C@H](COC[C@@H](O)CN2Cc2ccccc2)O1)N[C@@H]1CCN(Cc2ccccc2)C1 | 81 | -32 | 4 | 2.0 |
| O=C(C[C@H]1C[C@H]2c3cc(NC(=O)NC4CCCC4)ccc3O[C@H]2[C@@H](CO)O1)NC1CCCC1 | -11 | 3 | x | -0.6 |
| C[C@H]1CN([C@@H](C)CO)C(=O)Cc2cc(NC(=O)CCN3CCOCC3)ccc2O[C@H]1CN(C)Cc1ccc2c(c1)OCO2 | 15 | 27 | -10 | 10 |
| C[C@H]1CN([C@@H](C)CO)C(=O)c2cc(NS(=O)(=O)c3ccc(Cl)cc3)ccc2O[C@@H]1CN(C)Cc1ccc(C(=O)O)cc1 | 95 | -5 | x | 0.1 |
| C[C@@H]1CCCCO[C@@H](CN(C)CC2CC2)[C@@H](C)CN([C@H](C)CO)C(=O)c2cc(NS(=O)(=O)c3cn(C)cn3)ccc2O1 | 16 | 77 | 2 | 2.2 |
| C[C@@H]1CN([C@H](C)CO)C(=O)Cc2cc(NC(=O)NC3CCCCC3)ccc2O[C@@H]1CN(C)C(=O)NC1CCCCC1 | 6 | -9 | 0 | -1.4 |
| C[C@@H]1CCCCO[C@@H](CN(C)Cc2ccccc2)[C@H](C)CN([C@@H](C)CO)C(=O)c2cc(NC(=O)Nc3ccc4c(c3)OCO4)ccc2O1 | 92 | -77 | 6 | 0.1 |
| CCCC(=O)N1CC2(CN(S(C)(=O)=O)C2)c2c([nH]c3cc(OC)ccc23)[C@@H]1CO | x | -54 | -9 | 0.0 |
| C[C@@H]1CN([C@@H](C)CO)C(=O)c2cccc(NS(=O)(=O)c3cccs3)c2O[C@H]1CN(C)C | x | 1 | -2 | -1.3 |
| CC(C)(C)[S@](=O)N1Cc2cc(C(=O)NCCc3ccncc3)nc(-c3cccc(-c4cccnc4)c3)c2[C@@H]1CCO | 39 | -43 | x | 0.9 |
| C[C@@H](NC(=O)C[C@@H]1CC[C@H]2[C@@H](COC[C@@H](O)CN2C(=O)Nc2cc(Cl)cc(Cl)c2)O1)c1ccccc1 | 71 | 5 | x | -1.1 |
| CCC(=O)Nc1ccc2c(c1)OC[C@H](C)N(Cc1ccccc1C(=O)O)C[C@@H](C)[C@H](OC)CN(C)C2=O | -63 | -4 | x | -0.1 |
| COCC(=O)Nc1ccc2c(c1)[C@@H]1C[C@H](CC(=O)NCCN3CCCCC3)O[C@@H](CO)[C@@H]1O2 | 20 | 20 | 0 | 0.8 |
| C[C@H]1CN([C@@H](C)CO)C(=O)Cc2cc(NC(=O)CCCCCC(=O)Nc3ccccc3N)ccc2O[C@H]1CN(C)C | x | -23 | 4&-2 | -0.2 |
| C/C=C/c1cnc2c(c1)C(=O)N([C@@H](C)CO)C[C@@H](C)[C@@H](CN(C)C(=O)Nc1ccc(C(F)(F)F)cc1)O2 | 92 | -20 | 35 | -0.9 |
| CCC(=O)N1CC2(CCN(C(=O)Nc3ccc(F)cc3)CC2)c2c([nH]c3cc(OC)ccc23)[C@@H]1CO | x | -59 | -4 | -0.3 |
| O=C([C@@H]1[C@@H](CO)[C@@H]2Cn3c(ccc(C4=CCCC4)c3=O)[C@H]1N2C(=O)c1ccccc1)N1CCOCC1 | 27 | -2 | 1 | 1.1 |
| CCC(=O)N1CCCCN2[C@H](C1)[C@H](c1ccc(C#Cc3ccccc3F)cc1)[C@@H]2CO | u | -19 | -6 | -0.5 |
| C[C@H](CO)N1C[C@H](C)[C@H](CN(C)Cc2ccc3c(c2)OCO3)Oc2ccc(NC(=O)Nc3ccc(C(F)(F)F)cc3)cc2C1=O | -23 | 30 | 8 | -1.5 |
| CCC(=O)N1C[C@@H](C)[C@@H](OC)CN(C)C(=O)c2ccc(NC(=O)C3CCOCC3)cc2OC[C@H]1C | -19 | 19 | 1 | -0.7 |
| COCC#Cc1cnc2c(c1)C(=O)N([C@@H](C)CO)C[C@H](C)[C@@H](CN(C)Cc1ccc(-c3ccccc3)cc1)O2 | x | -30 | -6 | 0.2 |
| CO[C@@H]1CN(C)C(=O)c2cc(NC(=O)C3CCOCC3)ccc2OC[C@@H](C)NC[C@H]1C | 29 | -23 | x | 1.1 |
| O=C(c1cnccn1)N1CC(=O)N2[C@H](C1)[C@H](c1ccc(-c3ccccc3)cc1)[C@@H]2CO | x | 11 | -3 | 1.0 |
| C[C@H]1CN([C@@H](C)CO)C(=O)c2cc(C#CC3CCCCC3)cnc2O[C@@H]1CN(C)C(=O)Nc1ccccc1 | x | -57 | -11 | -1.6 |
| O=C(N[C@@H]1C=C[C@H](CC(=O)N2CCN(c3ccccc3)CC2)O[C@H]1CO)c1ccccc1 | 12 | -1 | 5 | 0.4 |
| CCC(=O)N1[C@@H]2Cn3c(ccc(C4=CCCCC4)c3=O)[C@H]1[C@@H](C(=O)N[C@@H](C)c1ccccc1)[C@@H]2CO | 19 | 16 | -2 | 2.6 |
| C[C@H]1CN([C@@H](C)CO)C(=O)Cc2cc(NC(=O)Nc3ccccc3)ccc2O[C@H]1CN(C)S(=O)(=O)c1ccc(F)cc1 | 10 | -35 | 5 | -0.6 |

Screens as filed in PubChem.

An unsorted share of the library; any-hit rate near 7.3%.
